Bioassay records (PubChem BioAssay)
TDP43 rescue = rescues yeast growth from TDP-43 toxicity; TDP-43 expressing yeast growth rescue, BacTiter-Glo, 24 h; Potency, µM (series often up to 46.1 µM), for inactives: at the top dose growth rescue (activation), hits mostly activators; 1.8% of 410,000 active; AID 652104; note: % of control where 0% means no effect; nearly all actives have a fitted effect of over 50% in size
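In this qHTS, compounds that restore growth of yeast expressing TDP-43 appear as activators. Cells (OD600=0.02, galactose medium, raffinose-pregrown) are incubated with compound 24 hr at 30 deg C and growth is quantified by BacTiter-Glo.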
FUS suppressor = FUS proteinopathy suppression in yeast. AID 1347120. S. cerevisiae FUS-expressing, growth rescue, OD600, 24 h. 0.24% of 390,000 active. Potency, µM (doses to about 76.6 µM), for the others: at the highest dose growth rescue (activation), actives largely listed as activators;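 note: plate controls were DMSO vehicle for no effect and reference control for full effect; nearly all actives have a fitted effect of over 55% in size; some results filed as inactive show a strong effect at the top dose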
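S. cerevisiae expressing FUS from galactose induction served as the toxicity model. Growth after 24hr at 30C, read as absorbance at 600 nm, indicates suppression of toxicity; compounds dosed at several concentrations.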
EPAC1 agonist = agonists of human EPAC1. O95398. EPAC1 agonist qHTS, biochemical assay; response scale: 100% = response to 6.5 mM cAMP. Potency, µM (doses to about 154 µM), for inactives: at the top dose activation, usual class: activators. 0.073% of 360,000 active. AID 720707; note: nearly all actives have a fitted effect of over 60% in size
Target sequence (O95398 whole entry, looked up): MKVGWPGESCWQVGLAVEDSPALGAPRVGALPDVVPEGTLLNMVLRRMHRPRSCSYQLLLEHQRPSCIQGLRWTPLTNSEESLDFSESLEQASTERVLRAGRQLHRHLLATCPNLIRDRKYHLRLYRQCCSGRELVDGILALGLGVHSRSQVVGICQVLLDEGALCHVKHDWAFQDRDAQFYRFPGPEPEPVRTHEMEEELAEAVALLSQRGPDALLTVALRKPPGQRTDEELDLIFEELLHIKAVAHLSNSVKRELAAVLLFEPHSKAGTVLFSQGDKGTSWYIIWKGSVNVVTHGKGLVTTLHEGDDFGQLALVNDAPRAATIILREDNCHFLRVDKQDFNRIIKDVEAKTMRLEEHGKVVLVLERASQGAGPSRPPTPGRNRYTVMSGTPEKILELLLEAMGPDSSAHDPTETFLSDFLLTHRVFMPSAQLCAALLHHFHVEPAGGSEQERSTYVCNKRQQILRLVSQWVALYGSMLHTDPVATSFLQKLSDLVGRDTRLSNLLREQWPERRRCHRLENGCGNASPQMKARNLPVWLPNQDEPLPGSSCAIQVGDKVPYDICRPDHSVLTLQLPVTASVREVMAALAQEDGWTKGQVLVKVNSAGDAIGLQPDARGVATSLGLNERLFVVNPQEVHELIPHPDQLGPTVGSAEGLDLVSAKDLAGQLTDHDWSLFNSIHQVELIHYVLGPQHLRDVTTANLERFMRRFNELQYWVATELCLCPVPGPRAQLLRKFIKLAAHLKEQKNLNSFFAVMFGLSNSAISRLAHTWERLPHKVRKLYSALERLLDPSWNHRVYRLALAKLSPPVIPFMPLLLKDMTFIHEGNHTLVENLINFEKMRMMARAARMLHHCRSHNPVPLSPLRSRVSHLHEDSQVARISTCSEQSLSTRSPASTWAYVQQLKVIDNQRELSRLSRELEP
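Multi-concentration qHTS readout: loss of Rap1B-bound BODIPY-GDP fluorescence driven by 100 nM EPAC1 with excess GDP (50 uM), monitored kinetically at room temperature; agonist response expressed relative to 6.5 mM cAMP.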
EPAC2 ag = activates human EPAC2 exchange factor. 0.079% of 360,000 active. EPAC2 activation, biochemical qHTS; response scale: 100% = 6.5 mM cAMP response. Potency, µM (top dose mostly 154 µM), without a hit: top-dose activation, hits mostly activators; note: nearly all actives have a fitted effect of over 50% in size
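Fluorescence exchange assay: 100 nM EPAC2 with 250 nM RAP1B-BODIPY-GDP and 50 uM GDP; compounds tested as a concentration-titration series (qHTS). Loss of Rap1-bound BODIPY-GDP fluorescence read at 480/540 nm; data normalized to 6.5 mM cAMP.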
PTHR1 agonist = activates the human parathyroid hormone receptor PTHR1. Q03431. HEK293 GP2 PTHR1 cells, GloSensor cAMP luminescence, 1 h. Potency, µM (top dose mostly 115 µM), for inactives: at the highest dose activation, hits mostly activators. 0.075% of 410,000 active. AID 743266; note: nearly all actives have a fitted effect of over 55% in size; some results filed as inactive show a strong effect at the top dose; inactives centre near -15; many of its hits are not listed in these tables
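HEK-293-derived GP2 cells expressing PTHR1 and a GloSensor cAMP reporter, 3,000/well, plated overnight, given luciferin plus IBMX (each 0.5 mM as added) for 1 h at 37 °C, then compound for 1 h at 37 °C. Luminescence was read after 15 min at room temperature.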
EPAC2 antag = blocks human EPAC2 exchange factor | 0.18% of 360,000 active | Potency, µM (top dose mostly 114 µM), without a hit: at the highest dose activity, negative = inhibition, most hits filed as inhibitors | EPAC2 GEF exchange of Rap1B-BODIPY-GDP, fluorescence; note: % is set by controls: 0 for no effect and ±100 for the full control effect; nearly all actives have a fitted effect of over 45% in size; many of its hits are not listed in these tables
aSyn yeast inh = rescues yeast growth from alpha-synuclein toxicity; Yeast expressing alpha-synuclein, growth rescue, BacTiter-Glo, 24 h; AID 652106; Potency, µM (doses to about 46.1 µM), without a hit: top-dose growth rescue (activation), hits mostly activators; 0.14% of 370,000 active; note: % of control where 0% means no effect; nearly all actives have a fitted effect of over 65% in size
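Readout is rescue of growth in alpha-synuclein-expressing yeast, so inhibitors of toxicity appear as activators. Growth after 24 hr at 30 deg C in galactose medium is quantified by luminescence.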
EPAC1 antagonist = blocks human EPAC1 exchange factor | EPAC1 GEF assay, Rap1b-BODIPY-GDP exchange fluorescence | Potency, µM (doses to about 115 µM), inactives show top-dose activity change, negative = inhibition, usual class: inhibitors | 0.14% of 360,000 active;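 note: plate controls were vehicle for no effect and positive control for full effect; nearly all actives have a fitted effect of over 50% in size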
The depositor's hits bear a star; i = inactive; ? = inconclusive; . = no result given; [ ] = dose if it differs, or a comment. Calls come from the whole dose curve; as a rule, active = well fitted curve in the direction sought with a large enough effect; inconclusive = small, poorly fitted or top-dose-only effect, or another doubt; inactive = no such curve, though single readings can be large; an effect the other way counts as inactive or inconclusive. Potency is the fitted concentration of half-maximal effect. Only part of the results is shown, so the mix of outcomes need not match the whole.

SMILES | TDP43 rescue | FUS suppressor | EPAC1 agonist | EPAC2 ag | PTHR1 agonist | EPAC2 antag | aSyn yeast inh | EPAC1 antagonist
CC1CCN(c2ccc(NC(=S)NC(=O)c3ccco3)cc2)CC1 | -4.0% | 17.4% | 5.5% | 5.5% | -7.7%[57.5 µM] | 1.8% | -4.3% | 2.3%
CC(=O)OC1CCC2(C)C(CCC3C2CC(=O)C2(C)C3CC(C3CCCC3=O)C2C(C)=O)C1 (stereo not drawn) | -22.8% | 17.6% | -4.2% | 4.7% | -7.0% | 11.0% | -1.1% | -4.0%
COc1cccc(NC(=O)c2ccc(N3C(=O)C4CCC(C)CC4C3=O)cc2)c1 (stereo not drawn) | -15.1% | 26.0% | -6.4% | -0.5% | -18.4% | 19.2% | 8.6% | 14.6%
CCC(=O)N[C@H]1C=C[C@H](CC(=O)OC)O[C@@H]1CO | ? | -6.8% | 2.3% | 7.1% | -3.5% | -1.4% | 0.4% | -16.1%
Cc1ccc(/C=N/NC(=O)c2cc(-c3ccncc3)nc3ccccc23)o1 | -11.3% | 34.6% | -4.1% | 8.2% | 3.8% | 3.0% | 4.9% | -8.0%
Cc1ccccc1N(Cc1ccccc1F)S(C)(=O)=O | -10.5% | 14.1% | 3.5% | -0.6% | -5.0%[57.5 µM] | -5.4% | 5.5% | -4.1%
O=C(CCc1ccccc1)NCCc1cccs1 | -1.1% | 0.4% | 6.8% | -5.7% | i | 0.7% | -0.2% | 5.8%
CC(C)CC1OC(C)Cc2[nH][nH]c(=O)c21 (stereo not drawn) | 1.5% | -5.6% | 4.5% | 8.9% | -18.4% | 1.6% | -3.3% | 8.4%
O=C(O)CN1C(=O)/C(=C\c2cc(Br)ccc2OCc2ccc([N+](=O)[O-])cc2)SC1=S | -15.7% | ? | -6.5% | -8.7% | ? | ? | -11.8% | ?
O=C(Nc1nc(-c2ccc(Cl)s2)cs1)c1cccs1 | ? | 11.5% | 15.8% | 21.9% | i | -0.2% | -49.0%[inhibitor] | -3.5%
COc1ccc(OCC(=O)NNC(=O)C(=O)Nc2cc(OC)ccc2OC)cc1 | 13.3% | 15.8% | 8.1% | 2.0% | i | 0.4% | 1.1% | 5.9%
CC(C)(C)c1ccc(-c2ccc3c(c2)S(=O)(=O)c2ccccc2C3=O)cc1 | -17.7% | -36.5% | -13.4% | 1.3% | 7.2% | 13.2% | -0.5% | 8.9%
COCC(C)NC(=S)Nc1ccccc1[N+](=O)[O-] (stereo not drawn) | -8.4% | 14.2% | 1.6% | 9.3% | i | -6.7% | -17.8% | -21.4%
CCOc1nc(SCCOc2ccc(C)cc2)nc(N(C)C)n1 | -6.7% | 26.7% | -2.0% | 4.2% | i | -0.5% | -3.8% | -1.8%
Cc1ccc(C)c(C(=O)COc2ccc(C)nc2[N+](=O)[O-])c1 | 19.9% | -3.2% | -0.2% | 6.3% | i | -1.9% | -4.5% | -5.4%
COc1ccc(CNS(=O)(=O)CCNC(=O)c2cccc(OC)c2)cc1 | 9.0% | . | 4.2% | 6.1% | i | -3.3% | 0.5% | 3.4%
c1ccc(-c2nc(N3CCNCC3)nc3ccccc23)cc1 | 0.4% | 0.4% | 0.6% | 5.5% | i | -2.1% | 2.1% | -1.0%
Cc1cccc(OCc2nnc(SCC(=O)N3CCCC3)o2)c1 | -1.1% | 10.4% | -0.2% | 6.6% | -4.7% | 3.1% | -7.4% | 0.7%
CCCNC(=O)C1CCN(S(=O)(=O)c2ccc(-c3nn[nH]n3)cc2)CC1 | -15.8% | 6.8% | 6.3% | 1.7% | -7.4% | -1.7% | 5.5% | 13.6%
CCC(=O)Oc1ccc2c(=O)c(-c3ccc4ccccc4n3)c(CC)oc2c1C | 20.9% | . | 0.4% | 0.3% | 15.8% | 4.9% | -3.2% | -4.2%
Nc1nc(SCc2ccccc2Cl)[nH]c(=O)c1-c1ccccc1 | 7.6% | 19.9% | 1.6% | 0.6% | -4.2% | -1.9% | -7.1% | -2.8%
C/C(=N\NC(=O)C1CC1)c1ccccc1Br | 27.5% | -6.3% | 4.1% | 7.7% | -5.7% | 4.8% | 1.0% | -3.2%
Cc1ccc(-c2[nH]nc(N)c2N=Nc2cccc(Cl)c2C)cc1 | 0.0% | 14.0% | 7.6% | -21.7% | i | -3.3% | -49.0%[inhibitor] | -21.2%
O=C(CN1C(=O)C2(SCC(=O)N2c2cccc(Cl)c2)c2ccccc21)NC1CCCCC1 (stereo not drawn) | 20.8% | ? | . | . | i | . | 0.2% | .

Profiles, looked up by structure. Order of values: TDP43 rescue	FUS suppressor	EPAC1 agonist	EPAC2 ag	PTHR1 agonist	EPAC2 antag	aSyn yeast inh	EPAC1 antagonist
Cc1ccc(-c2[nH]nc(N)c2N=Nc2cccc(Cl)c2C)cc1 is listed with 0.0%	14.0%	7.6%	-21.7%	i	-3.3%	-49.0%[inhibitor]	-21.2%
COCC(C)NC(=S)Nc1ccccc1[N+](=O)[O-] (stereo not drawn) is listed with -8.4%	14.2%	1.6%	9.3%	i	-6.7%	-17.8%	-21.4%
c1ccc(-c2nc(N3CCNCC3)nc3ccccc23)cc1 is listed with 0.4%	0.4%	0.6%	5.5%	i	-2.1%	2.1%	-1.0%
CCCNC(=O)C1CCN(S(=O)(=O)c2ccc(-c3nn[nH]n3)cc2)CC1 is listed with -15.8%	6.8%	6.3%	1.7%	-7.4%	-1.7%	5.5%	13.6%
CCC(=O)Oc1ccc2c(=O)c(-c3ccc4ccccc4n3)c(CC)oc2c1C is listed with 20.9%	.	0.4%	0.3%	15.8%	4.9%	-3.2%	-4.2%

Next section:
SMILES | TDP43 rescue | FUS suppressor | EPAC1 agonist | EPAC2 ag | PTHR1 agonist | EPAC2 antag | aSyn yeast inh | EPAC1 antagonist
COc1ccnc(N=CNOCc2ccc(Cl)cc2)c1C#N | -12.1% | 6.1% | 11.0% | 6.6% | i | 6.1% | -10.5% | -2.4%
N#CC(OC(=O)c1ccccc1)c1cccc([N+](=O)[O-])c1 (stereo not drawn) | ? | -8.5% | 8.6% | 13.8% | -4.7% | -10.3% | 2.3% | -28.8%
CCC(C)(C)C1CCc2[nH]nc(C(=O)NCCNC(=O)OC(C)(C)C)c2C1 (stereo not drawn) | -6.5% | 6.1% | -15.9% | -6.8% | -6.0% | -27.6% | -0.5% | -26.6%
COc1ccc2cc3c(nc2c1)OCC3 | -16.2% | -12.5% | 0.3% | 7.4% | i | -1.6% | -3.0% | -9.1%
CN(C)c1nc(-c2ccc([N+](=O)[O-])cc2)cs1 | 1.1% | -9.8% | -5.6% | -4.3% | -26.3% | 0.0% | -6.3% | -1.1%
COCc1c(N)c(C)nc(Cl)c1C#N | 0.8% | -11.8% | 5.0% | 7.0% | i | 8.2% | 2.0% | -8.4%
N#C/C(=C(/O)CN1CCN(c2ccccc2F)CC1)c1nc(-c2ccccc2)cs1 | -9.0% | 20.4% | -4.3% | -2.7% | -30.8%[inhibitor] | 7.2% | -12.3% | 8.9%
CNC(=O)c1cccc2cccc(Sc3ccccc3C(=O)O)c12 | -6.5% | 12.9% | 3.8% | 6.8% | i | 3.8% | -7.5% | 4.5%
CCNC(=O)c1ccc(N(C)S(=O)(=O)c2cccs2)cc1 | -2.0%[9.22 µM] | 7.3% | 8.5% | 0.6% | i | -6.8% | 1.3% | 4.3%
COc1cccc(N(CC(=O)NCCSCc2ccc(C)cc2)S(C)(=O)=O)c1 | -1.6% | 14.0% | 9.6% | 7.3% | -26.0% | -7.9% | -2.0% | -29.5%
CCOC(=O)c1c(C)c(C(=O)NCc2ccc3c(c2)OCO3)c(C)n1CC | 10.0% | 9.4% | -3.9% | -5.3% | -13.0% | 0.7% | 0.2% | -3.9%
CC(Sc1ccc(Cl)cc1)C(=O)NCC1CCCO1 (stereo not drawn) | 13.8% | -15.4% | 3.5% | 5.9% | i | 6.7% | -6.1% | -5.2%
COc1ccc(C2=NOC(Cn3nc(C(=O)NCc4ccc(C)cc4)cc3-c3ccccc3)C2)cc1 (stereo not drawn) | -2.7% | ? | -25.3% | 15.9% | -2.7% | 8.4% | -1.2% | -26.5%
O=C(Cn1nc(-c2cccs2)ccc1=O)Nc1ccc(Br)cc1 | -10.3% | -5.8% | 5.8% | 14.3% | -5.5% | -6.1% | -0.4% | 1.4%
CC(C(=O)O)N1C(=O)/C(=C/C=C/c2ccco2)SC1=S (stereo not drawn) | 2.2% | ? | 14.1% | 8.7% | -67.8%[inhibitor][57.5 µM] | -4.7% | 5.0% | -21.8%
C=CCSc1nnc(NC(=O)CSCc2c(C)noc2C)s1 | -7.8% | -0.8% | -9.3% | 8.8% | i | -1.6% | 7.8% | -9.9%
O=C(CN1CCS(=O)(=O)CC1)N/N=C/c1cccc(C(F)(F)F)c1 | -15.4% | 9.0% | 3.5% | 6.1% | ? | -7.8% | -4.3% | -24.9%
Cc1cc(C=O)c(C)n1-c1cccc(C(=O)O)c1 | -20.6% | -0.8% | -9.1% | -1.2% | i | 6.6% | -2.6% | -7.7%
COc1ccccc1N1CCN(C(=O)c2cc(N3C(=O)C4C5CCC(C5)C4C3=O)ccc2Cl)CC1 (stereo not drawn) | 14.5% | . | 2.6% | 5.1% | -37.9%[inhibitor] | 0.5% | 1.3% | 4.1%
CCn1cc(C(=O)NCCCN2CCCC2)c(=O)c2cc(S(=O)(=O)N3CCc4ccccc4C3)ccc21 | -5.0% | 34.4% | -2.0% | 3.0% | i | -5.5% | 8.0% | -1.3%
Nc1nc(CSC(=S)N2CCOCC2)nc(Nc2ccc(F)cc2)n1 | 8.0% | . | -1.9% | 2.2% | -20.0% | 9.9% | -0.3% | 9.2%
COc1ccc(/C=C2\SC(=O)N(CC(=O)Nc3ccc(O)cc3)C2=O)cc1OC | -19.0% | 38.0% | -3.6% | 13.6% | -22.4% | -0.5% | -5.9% | -26.8%
CCN(CC)CCn1c2c(c(SCC(=O)NCc3ccccc3)nc1=O)CCC2 | 22.4% | . | 9.5% | 8.7% | i | 1.0% | -1.1% | -0.3%
CCC(C)N1CNc2c(c(=O)[nH]c(=S)n2-c2cccc(C)c2)C1 (stereo not drawn) | -12.4% | 30.1% | -2.9% | 6.9% | -30.0% | -3.5% | 5.1% | ?
COC(=O)Cc1c(C)nc2nc(-c3ccc(Cl)cc3)[nH]n2c1=O | -9.8% | -7.6% | 3.9% | 5.4% | i | -1.7% | -10.3% | 14.0%
CC(=O)c1c(C)[nH]c(C(=O)COC(=O)CCOc2ccc(C)cc2)c1C | ? | -2.0% | 3.4% | 7.2% | -16.9% | -0.1% | 11.7% | 0.5%
